# Bioassay records as filed in PubChem BioAssay.
# Ba/F3 V617F tox: reduced viability of JAK2V617F-dependent Ba/F3 cells, primary screen, JAK2V617F inhibitor project, cell-based, Ba/F3 EpoR-JAK2V617F, luminescence; ATP luminescence; inhibition, % at 5.6 µM; 220,000 compounds, 1.1% hits;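 active = inhibition above the campaign mean plus 3 SD over all tested compounds, cut at about 24% in these data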;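 also: cytokine-independent growth of Ba/F3 cells driven by EpoR plus mutant JAK2; 0% = DMSO-treated cells and 100% = JAK inhibitor I control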
# p97 ATPase inh: inhibitors of human p97 ATPase, primary screen, biochemical | recombinant p97 ATPase, Kinase-Glo ATP luminescence, 3 h | inhibition, % at 8 µM | 220,000 compounds, 0.42% hits | AID 1481, 2009; in the data active = inhibition above about 15%;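 also: 0% = DMSO vehicle and 100% = wells lacking enzyme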
# Target sequence (P55072 whole entry, looked up): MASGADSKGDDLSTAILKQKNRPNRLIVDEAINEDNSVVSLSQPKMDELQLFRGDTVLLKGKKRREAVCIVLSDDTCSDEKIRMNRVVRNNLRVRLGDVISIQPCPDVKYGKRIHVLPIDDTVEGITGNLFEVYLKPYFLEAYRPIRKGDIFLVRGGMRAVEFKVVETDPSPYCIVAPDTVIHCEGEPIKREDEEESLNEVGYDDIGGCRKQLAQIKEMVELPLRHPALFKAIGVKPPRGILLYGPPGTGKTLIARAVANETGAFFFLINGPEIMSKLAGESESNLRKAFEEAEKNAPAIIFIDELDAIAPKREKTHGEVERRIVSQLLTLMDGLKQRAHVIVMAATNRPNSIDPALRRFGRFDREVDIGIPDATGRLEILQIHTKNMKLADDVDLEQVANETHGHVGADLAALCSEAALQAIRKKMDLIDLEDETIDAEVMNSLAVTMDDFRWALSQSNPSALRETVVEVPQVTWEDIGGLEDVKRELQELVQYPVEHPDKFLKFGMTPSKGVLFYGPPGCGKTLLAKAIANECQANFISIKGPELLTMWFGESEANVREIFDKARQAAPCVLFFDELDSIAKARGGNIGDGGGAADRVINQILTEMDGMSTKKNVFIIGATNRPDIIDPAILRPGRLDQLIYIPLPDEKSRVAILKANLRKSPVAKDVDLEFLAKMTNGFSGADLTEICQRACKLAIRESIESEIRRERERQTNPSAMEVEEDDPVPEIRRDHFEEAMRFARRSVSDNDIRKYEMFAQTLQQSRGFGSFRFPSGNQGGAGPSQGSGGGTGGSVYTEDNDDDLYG
# Furin inh: human furin inhibitors, primary screen, biochemical, fluorescence intensity. inhibition, % at 30 µM. 220,000 compounds, 0.061% hits. purified furin, fluorogenic substrate cleavage. AID 463115, 2010; in the data active = inhibition above about 25%; also: inactives centre near -15
# BaF3 tox: parental Ba/F3 cell viability inhibition, counter-screen for JAK2V617F inhibitor project, murine pro-B, CellTiter-Glo luminescence; inhibition, % at 5.6 µM; 220,000 compounds, 1.1% hits; CellTiter-Glo ATP luminescence;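 active = inhibition above a per-campaign cutoff, the mean inhibition of all tested compounds plus 3 SD, cut at about 27% in these data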;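 also: 0% = DMSO wells and 100% = JAK Inhibitor I control wells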
# NCF1 inh: p47phox/p22phox peptide binding inhibitors, primary screen, biochemical, uHTS, NADPH oxidase regulatory subunit; fluorescence polarization, 2 h; inhibition, % at 24.7 µM; AID 1274, 2008; 220,000 compounds, 0.53% hits;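 active = inhibition above about 30%, limit read from the data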;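 also: 0% = p47phox with labelled peptide and 100% = labelled peptide alone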
# PGE2 EP2 inh: human EP2 receptor antagonists, primary screen, TR-FRET cAMP, C6 glioma cells; C6 glioma cells expressing human EP2; cells stimulated with saturating PGE2; Prostaglandin E2 receptor EP2 subtype (Homo sapiens), P43116; inhibition, % at 25 µM; 260,000 compounds, 0.52% hits;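 active = percent inhibition above 40 after rounding to a whole number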;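 also: rat C6 glioma host cells with rolipram phosphodiesterase inhibitor present; the protocol text gives 20 µM as final concentration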
# Tb hexokinase: Trypanosoma brucei hexokinase 1 inhibitors, primary screen, biochemical, G6PDH-coupled NADH absorbance, MLSCN library; hexokinase 1 [Trypanosoma brucei]; recombinant TbHK1, G6PDH-coupled NADH A340; inhibition, % at 10 µM; 220,000 compounds, 0.11% hits; AID 1430, 2008;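 active = inhibition of 50% or more in the single-dose primary screen; inactive = inhibition below 50%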
# RBBP9 inhibitor: human RBBP9 inhibitors, primary screen, biochemical, fluorescence polarization, FP-Rh probe, HTS. 220,000 compounds, 0.2% hits. AID 1515, 2009. Serine hydrolase RBBP9 (Homo sapiens), O75884. recombinant RBBP9. inhibition, % at 7.94 µM;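 active = inhibition above the campaign mean of all tested compounds plus 3 SD, cut at about 14% in these data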;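 also: plate controls were DMSO wells with RBBP9 for no effect and wells lacking RBBP9 protein for full effect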
# Target sequence (O75884 whole entry, looked up): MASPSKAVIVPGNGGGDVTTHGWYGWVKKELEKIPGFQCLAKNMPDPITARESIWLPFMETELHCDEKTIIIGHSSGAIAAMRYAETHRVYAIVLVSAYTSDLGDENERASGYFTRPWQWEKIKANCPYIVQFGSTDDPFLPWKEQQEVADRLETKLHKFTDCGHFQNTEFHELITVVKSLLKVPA
#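 Test system: recombinant human RBBP9; Timing: 30 min then 45 min, 25 °C; Detection: fluorescence polarization; Control set: RBBP9 with DMSO as uninhibited control, no-protein wells as full inhibition; Compound dosing: one concentration, 7.94 µM nominal, 0.794% DMSO; Probe or stimulus: FP-Rh activity-based probe, 375 nM before mixing.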
# PPC-1+TRAIL kill: compounds killing PPC-1 cancer cells with TRAIL present, primary screen, TRAIL potentiator project, ATPLite luminescence, uHTS | AID 1443, 2008 | cell killing (% activity), % at 4 µM | PPC-1 cells + TRAIL, ATPLite viability luminescence | 220,000 compounds, 0.41% hits;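 active = cell killing above 50% in the first pass at 4 µM, then a duplicate retest at 5 µM averaging 50% or more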;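 also: plate controls were cells with TRAIL plus DMSO for no effect and medium-only wells lacking cells for full effect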
# An asterisk follows results filed as active; · = not tested or not shown; & = joins results of further samples; [ ] = another dose, or the depositor's remark. Only part of the results is shown, so the mix of outcomes need not match the whole.
SMILES,Ba/F3 V617F tox,p97 ATPase inh,Furin inh,BaF3 tox,NCF1 inh,PGE2 EP2 inh,Tb hexokinase,RBBP9 inhibitor,PPC-1+TRAIL kill
Cc1cccc(N2CCN(C(=O)C(C)C)CC2)c1C,3,-3,-13[20 µM],6,-9,12,14,-15,29
O=C1CC(=C(c2ccccc2)c2ccccc2)C(=O)N1CCCN1CCN(c2cccc(Cl)c2)CC1,1,-3,-16[20 µM],5,-31,8,-1,4,18
O=C1C2C3C=CC(C3)C2C(=O)N1Cc1ccccc1 (stereo unspecified),2,-6,-4[20 µM],4,-2,4,6,-10,5
CNC(=O)COC(=O)/C=C/c1cccc(F)c1,-3,7,-35,5,0,9,1,1,17
COc1ccccc1/C=C1\SC(=S)N(Nc2nc(C)cc(C)n2)C1=O,-3,4,-25[20 µM],-1,-18,11,-2,-6,3
CC(C)CN(C(=O)COC(=O)C1c2ccccc2Oc2ccccc21)C1CCS(=O)(=O)C1 (stereo unspecified),-1,-2,-9[20 µM],8,-13,-3,-9,4,25
Cn1c(/C=N/c2nc3ccccc3[nH]2)nc2ccccc21,-1,-1,-4[20 µM],2,-10,6,-4,2,19
CCOC(=O)c1cccc(NC(=O)CCOc2ccccc2)c1,1,-3,-19,10,-13,8,1,-7,·
COc1ccc(C(=O)CN2C(=O)NC3(CCCCC3)C2=O)cc1OC,4,-5,-3,5,-2,2,7,-5,14
CCN1CCN(C(=S)NCCOC)CC1,-1,4,-11,3,-14,5,0,2,1
Cc1nnc(NC(=O)C2CCCO2)s1 (stereo unspecified),-2,1,-18,4,-67,9,-2,4,21
Nc1c(-c2ccc(F)cc2)cnn1C1CCS(=O)(=O)C1 (stereo unspecified),-1,-5,-15[20 µM],3,-24,0,-4,-5,49

# The closing 2 entries of the section before open the next one.
SMILES,Ba/F3 V617F tox,p97 ATPase inh,Furin inh,BaF3 tox,NCF1 inh,PGE2 EP2 inh,Tb hexokinase,RBBP9 inhibitor,PPC-1+TRAIL kill
Cc1nnc(NC(=O)C2CCCO2)s1 (stereo unspecified),-2,1,-18,4,-67,9,-2,4,21
Nc1c(-c2ccc(F)cc2)cnn1C1CCS(=O)(=O)C1 (stereo unspecified),-1,-5,-15[20 µM],3,-24,0,-4,-5,49
COc1ccc(CCC(=O)N(c2nnc(-c3cccnc3)s2)C(C)C)cc1,5,-3,-14,7,2,11,1,2,-14
CCN(CC)CCNC(=O)Cc1nn(Cc2ccccc2)c(=O)c2ccccc12,1,7,-18,8,-6,7,6,-10,3
Cc1cc(C(=O)NC(Cc2ccccc2)C(=O)O)c(C)o1 (stereo unspecified),-2,2,-19,1,2,10,7,-2,-8
Cc1cc(C)nc(SC(C)C(=O)N/N=C/c2cccs2)n1 (stereo unspecified),-3,1,-17[20 µM],-1,-9,13,-9,-6,-18
CCOC(=O)c1cnn(-c2cc(Oc3ccccc3C)ncn2)c1N,-3,0,-18[20 µM],0,-3,8,-4,1,27
O=C(O)CCCNS(=O)(=O)c1ccc2ccccc2c1,-1,3,-18,7,-9,5,3,-8,-5
CS(=O)(=O)N(CC(O)Cn1c2ccccc2c2ccccc21)c1ccccc1 (stereo unspecified),4,-5,-1,5,-2,-4,-4,-15,-5
O=C(c1ccccc1)c1cn[nH]c1-c1ccccc1O,5,-5,-4[20 µM],2,-6,3,1,-10,2
Cc1onc(-c2ccccc2)c1C(=O)N1CCN(C/C=C/c2ccccc2)CC1,-1,-3,-20,7,-6,10,-20,-5,26
CNC(=O)NC(=O)C(OC(=O)c1cccc(S(=O)(=O)N2CCCCC2)c1)c1ccccc1 (stereo unspecified),4,-2,-18,13,-14,9,22,-3,9
O=C(O)CCCn1c(O)c(C=C2N=c3ccccc3=N2)sc1=S,-3,8,-22,-6,-27,4,-22,7,-1
Cc1ccc(N2CC(C(=O)Nc3nccs3)CC2=O)cc1 (stereo unspecified),-1,3,-17,0,-8,3,-7,-4,4
OCCCNCc1ccc(Cl)cc1Cl,0,2,-8,5,-5,7,-2,-4,-14
O=C(CSc1ccc(-c2ccccn2)nn1)N1CCc2ccccc21,-1,10,-23,0,-4,3,-4,-4,4
S=c1[nH]nc(Cc2ccc(Br)cc2)n1/N=C/c1ccc(Cl)cc1,5,-1,-21,12,-7,4,-9,-2,-14
COc1ccc(OC)c(Nc2nc(N)nc(CSc3nnc(-c4ccncc4)o3)n2)c1,-3,1,-7[20 µM],0,-2,·,-4,-4,0
Cc1c(/C(O)=C2\C(=O)C(=O)N(CCN(C)C)C2c2ccco2)cnn1-c1ccccc1 (stereo unspecified),2,-5,4[20 µM],3,2,3,-15,-8,-17
COCCn1cnnc1SCC(=O)Nc1ccccc1C(=O)Nc1ccc2c(c1)OCO2,-3,5,-27,2,-10,14,3,-7,12
O=C(CCC1CCCC1)N1CCC(N2CCCCCC2)CC1,2,-4,-21,6,2,5,3,-2,1
O=C1CC(c2ccccc2)CN1C(=O)c1cccc([N+](=O)[O-])c1 (stereo unspecified),-4,3,-25,2,1,9,5,0,29
CCN=C1SC(CC(=O)Nc2sc(C)c(C)c2C(=O)OC)C(=O)N1CC (stereo unspecified),-2,-1,-22,2,5,13,-3,-3,-14
Nc1nc(SCC(=O)NN(c2ccccc2)c2ccccc2)n[nH]1,5,-5,-4,7,-3,6,8,-5,23
Cc1ccccc1C(=O)Nc1ccc(C(=O)N/N=C/c2ccc(O)c(Br)c2)cc1,5,1,-2,8,-34,3,-29,-10,10
CC(=O)c1cccc(NC(=O)C(C)N(C)CC(=O)Nc2ccc(Cl)cc2)c1 (stereo unspecified),-5,0,-20,1,-7,14,1,-1,-6
COc1ccc(Cl)cc1NC(=S)NCCO,1,-1,-12,4,-16,4,7,-7,6
CCc1ccc(N(C2C=CS(=O)(=O)C2)S(=O)(=O)c2ccc(C)cc2)cc1 (stereo unspecified),0,-2,-14,1,-8,6,-4,0,1
O=C(CNC(=S)N(Cc1ccccc1)Cc1ccccc1F)NCc1ccc(Cl)cc1,1,1,-21,6,0,3,7,-10,9
O=C(N/N=C/c1ccc(Br)o1)c1cc([N+](=O)[O-])cc([N+](=O)[O-])c1,-2,1,-19,3,-6,1,3,6,38
CC1=NN(c2ccccc2)C(=O)/C1=C/c1c(O)n(-c2ccc(F)cc2)[nH]c1=O,3,9,-2,10,-21,6,-12,2,31
CCOc1ccc(N(C(=O)CNS(=O)(=O)c2ccccc2)C(CC)C(=O)NCc2ccco2)cc1 (stereo unspecified),9,-8,-3,11,-1,3,10,-9,·
COc1cc2c(cc1OC)C(c1cccs1)N(C(=O)C(C)C)CC2 (stereo unspecified),-2,-2,-25[20 µM],6,2,3,4,-7,14
COc1cc(/C=C/C(=O)N2CCCN(C(=O)/C=C/c3cc(OC)c(OC)c(OC)c3)CC2)cc(OC)c1OC,2,1,-23,5,-1,5,-10,-1,15
COc1ccc(-n2cnc3cc(NC(=O)c4ccco4)ccc32)cc1,-1,6,-22[20 µM],3,-19,11,-5,8,6
Cc1ccc(OCC(=O)N2CCCC(CCC(=O)N(C)CCc3ccccn3)C2)cc1 (stereo unspecified),-2,2,-12,2,-1,8,2,-7,4
Cc1cc(C)cc(NC(=O)COC(=O)c2n[nH]c3ccccc23)c1,0,-1,-22,3,-23,24,4,-9,20
COc1cccc2sc(Nc3nc(C)c(C(C)=O)s3)nc12,0,-2,-6,1,·,4,-1,-8,29
COc1cc(/C=N/NC(=O)c2ccc(CSc3nncn3C)cc2)ccc1OCC(=O)N1CC(C)OC(C)C1 (stereo unspecified),1,1,-25,6,-5,12,-34,-7,10
CCCc1c(O)nc(SCCN(CC)CC)n(C(=O)c2ccccc2)c1=O,0,-2,-17,6,3,8,2,-8,14
CCN(CC)CCOCCOC(=O)C(CC)(CC)c1ccccc1,-1,1,-27,7,0,6,0,-10,-17
O=C(CN1CCN(c2nc(-c3ccc(F)cc3)cs2)CC1)Nc1ccc2c(c1)OCO2,4,-7,6,2,-17,11,1,-9,5
Cc1sc(NC(=O)COc2ccccc2)c(C#N)c1-c1ccccc1,4,-3,0,5,-12,4,35,4,4
CC(C)(C)n1nnnc1C(c1cccc(C(F)(F)F)c1)N1CCOCC1 (stereo unspecified),-2,4,-30,5,-9,15&9,3,-3,10
COc1cccc(OCCCOc2ccccc2C(C)C)c1,0,0,-18[20 µM],1,-2,5,-2,-8,-13
O=C(CSc1nnnn1-c1ccccc1)Nc1ccc(N2CCOCC2)c(Cl)c1,-3,2,-24[20 µM],4,5,19,-2,-3,8
CCN1c2cccc3cccc(c23)S1(=O)=O,3,-3,-5[20 µM],4,-3,·,-6,-6,10
O=C(N=Nc1c(O)[nH]c2ccccc12)c1ccc2c(c1)OCO2,5,-2,-23,1,-7,6,-8,0,92*[5 µM]
CCOC(=O)c1c(-c2ccc(C)o2)csc1NC(=S)NC(=O)c1ccccc1Br,-4,2,7,-1,-10,10,-22,-28,1
CC(c1ccco1)N(C(=O)COc1ccc(Cl)cc1)c1ccccn1 (stereo unspecified),5,-9,-5,14,-11,11,3,-1,21

# Continued, starting with the last 3 of the part before.
SMILES,Ba/F3 V617F tox,p97 ATPase inh,Furin inh,BaF3 tox,NCF1 inh,PGE2 EP2 inh,Tb hexokinase,RBBP9 inhibitor,PPC-1+TRAIL kill
O=C(N=Nc1c(O)[nH]c2ccccc12)c1ccc2c(c1)OCO2,5,-2,-23,1,-7,6,-8,0,92*[5 µM]
CCOC(=O)c1c(-c2ccc(C)o2)csc1NC(=S)NC(=O)c1ccccc1Br,-4,2,7,-1,-10,10,-22,-28,1
CC(c1ccco1)N(C(=O)COc1ccc(Cl)cc1)c1ccccn1 (stereo unspecified),5,-9,-5,14,-11,11,3,-1,21
Nc1nn(-c2cccc(F)n2)cc1-c1ccc(Cl)cc1,1,-1,-15,6,-8,5,-9,-10,26
O=C(CSc1nc2nn(-c3ccccc3)c(=O)c-2c2n1CCCCC2)NCCc1ccccc1,1,-2,-19,1,2,6,-6,-12,4
Cn1c(SCC(=O)Nc2ccccc2)nnc1-c1ccc(NC(=O)CCc2ccccc2)cc1,-1,3,-6[20 µM],1,5,5,-4,-7,22
COc1ccc(Br)c(C(=O)Nc2ccc(F)cc2)c1,-4,7,-19,-1,-7,10,-11,10,15
COc1ccc(N2C(=O)CC(N(Cc3ccc(S(N)(=O)=O)cc3)C(C)=O)C2=O)cc1 (stereo unspecified),-3,2,-14[20 µM],-2,3,12,1,-3,20
CC1CCCC(C)N1C(=O)Cn1c(=O)sc2ccccc21 (stereo unspecified),·,·,-21,·,-9,8,-10,·,3
CCN1CCN(c2cc(SC(C)C)nc(-c3ccc(OC)cc3)n2)CC1,6,-7,2[20 µM],7,-6,·,1,-6,17
Nc1cc(S(=O)(=O)Nc2cc(Cl)ccc2Cl)ccc1N1CCOCC1,0,1,-20,2,0,10,-7,-6,2
O=C(Nc1nnc(SCc2ccc(F)cc2)s1)c1ccco1,-1,4,-22,1,-15,14,-7,-2,-13
